# Bioassay records deposited in PubChem by several laboratories.
# PREPL inh: inhibits the human prolyl oligopeptidase-like enzyme | Q4J6C6 | recombinant PREPL, fluorescence polarization activity-based probe | inhibition, % at 5.96 µM | 0.68% of 320,000 active | AID 2751; in the data active = inhibition above about 43%;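 note: 0% = enzyme with DMSO and 100% = wells lacking enzyme; many of its hits are not listed in these tables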
# Target sequence (Q4J6C6 whole entry, looked up): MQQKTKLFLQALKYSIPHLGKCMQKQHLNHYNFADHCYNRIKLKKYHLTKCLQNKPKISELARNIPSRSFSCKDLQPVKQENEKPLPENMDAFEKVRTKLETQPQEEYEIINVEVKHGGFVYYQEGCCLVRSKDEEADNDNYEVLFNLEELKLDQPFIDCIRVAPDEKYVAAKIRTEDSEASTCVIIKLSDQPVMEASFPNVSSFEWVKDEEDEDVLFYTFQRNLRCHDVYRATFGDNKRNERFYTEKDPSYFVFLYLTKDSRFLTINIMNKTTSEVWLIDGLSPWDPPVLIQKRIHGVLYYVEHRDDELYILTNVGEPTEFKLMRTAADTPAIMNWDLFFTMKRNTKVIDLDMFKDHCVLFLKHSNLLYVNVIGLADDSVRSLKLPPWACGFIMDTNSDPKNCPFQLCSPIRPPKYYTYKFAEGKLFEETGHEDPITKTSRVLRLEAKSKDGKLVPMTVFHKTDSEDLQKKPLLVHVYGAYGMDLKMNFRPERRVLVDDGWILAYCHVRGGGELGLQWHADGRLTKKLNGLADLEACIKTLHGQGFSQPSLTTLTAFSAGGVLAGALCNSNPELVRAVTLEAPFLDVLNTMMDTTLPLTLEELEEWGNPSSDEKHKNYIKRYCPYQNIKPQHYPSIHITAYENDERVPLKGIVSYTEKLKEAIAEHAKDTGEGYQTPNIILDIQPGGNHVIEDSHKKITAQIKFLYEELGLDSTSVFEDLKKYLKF
# Efflux pump mplx: antifungal efflux pump inhibition, Nile Red retention; S. cerevisiae Candida pump triplex; inhibition, % at 10 µM; 0.44% of 330,000 active; AID 485275;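 active = plate passing quality check with inhibition over a set limit, or well fluorescence over plate mean plus 4 SD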;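 note: Nile Red retained in pooled yeast measured as flow cytometry median fluorescence; 0% = buffer negative control and 100% = Enniatin B positive control; higher means more Nile Red kept so more efflux inhibition; some compounds called inactive have numbers as strong as hits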
# Numbers without * were called inactive. A portion of the library; count on the stated rates, not on these rows.
molecule | PREPL inh | Efflux pump mplx
C=CC[C@@H](CC(=O)OC(C)(C)C)C(=O)OC[C@@H]1CCCN1C(=O)[C@H](CC=C)CC(=O)NCCO | 11.4 | 0.0
CN(Cc1ccccc1)C(=O)c1cccc(NC(=O)Cc2ccc([N+](=O)[O-])cc2)c1 | 4.6 | -0.4
O=C(NCc1ccccc1Br)c1cccc2c1C(=O)c1ccc(-c3ccc(OC(F)(F)F)cc3)cc1S2(=O)=O | 2.8 | 0.7
CCOc1ccc(NC(=O)CNc2cccc(S(=O)(=O)N3CCCCCC3)c2)cc1OCC | 22.4 | -0.1
O=C(COC(=O)c1cccc(OC(F)F)c1)NCC1CCCO1 (configuration not stated) | 8.9 | 0.0
Cc1ccc(S(=O)(=O)N2CCN(C(=O)COC(=O)COc3cccc(C(F)(F)F)c3)CC2)c(C)c1 | 22.1 | -0.4
CCCN(CC1CC1)C(=O)COC(=O)c1ccc(C)cc1O | 12.1 | 0.2
CN(C)c1cccc(C(=O)Nc2ccc(S(=O)(=O)Nc3nccs3)cc2)c1 | 6.8 | 0.1
Cc1cc(C)cc(OCC(=O)OCc2cc([N+](=O)[O-])cc3c2OCOC3)c1 | 5.1 | 0.1
C=CC[C@@H](CC(=O)NCCO)C(=O)NC[C@H](OC(=O)[C@@H](CC=C)Cc1ccc(F)cc1)c1ccccc1 | -6.2 | 0.1
Cc1ccc(S(=O)(=O)N2CCN(C(=O)Cn3c(=O)oc4ccccc43)CC2)cc1 | 10.6 | 0.0
COc1ccc(C(=O)NC(=S)N2CCN(c3ccccc3O)CC2)cc1 | 14.1 | 0.3
COc1ccc(NS(=O)(=O)c2cc(C(=O)NNC(=O)c3ccncc3)ccc2OC)c(OC)c1 | 7.8 | 0.3
O=C(/C=C/c1cccc([N+](=O)[O-])c1)OCC(=O)N1CCN(C(=O)c2ccco2)CC1 | 16.4 | -0.1
COc1ccccc1C(=O)NC(=O)CSc1ccc(C)c(C)c1 | -1.9 | 0.1
CC(Sc1ncccn1)C(=O)Nc1ccc2c(c1)OCO2 (configuration not stated) | 17.9 | -0.4
CCOC(=O)c1csc(NC(=O)c2cc(-c3ccccn3)nc3ccccc23)n1 | 0.0 | -0.2
O=C1N[C@H](Cc2c[nH]c3ccccc23)COC(=O)[C@H](Cc2ccc(F)cc2)C/C=C\C[C@H]1CC(=O)N(CCO)Cc1ccccc1 | 45.9* | 0.1
COc1ccc(Cl)cc1NC(=O)CN(C)C(=O)C1COc2ccccc2O1 (configuration not stated) | 9.1 | 0.1
COCCn1c(SCC(=O)Nc2ccc3c(c2)OCCO3)nnc1-c1ccncc1 | 10.5 | -0.3
O=C(NCC(=O)N1CCN(S(=O)(=O)c2ccc3c(c2)OCCO3)CC1)c1ccccc1F | 3.1 | -0.1
O=C(CNC(=O)c1ccccc1F)NCc1ccccn1 | 6.9 | 0.1
COc1ccc(C(=O)OCc2c(-c3ccccc3)ncc3ccccc23)cc1 | -0.2 | 0.0
CCOc1ccc(/C=C(\C(=O)O)c2ccc(S(=O)(=O)N3CCCCC3)s2)cc1OC | 16.7 | 0.1
COc1ccc2nc3n(c(=O)c2c1)-c1ccccc1C(=O)NC3Cc1ccccc1 (configuration not stated) | 4.8 | -0.1
Cc1cc(NS(=O)(=O)c2ccc(NC(=O)COc3ccc(C#N)cc3)cc2)nc(C)n1 | 5.2 | -0.2
O=C(Cc1c(F)cccc1Cl)Nc1cc(S(=O)(=O)N2CCOCC2)ccc1N1CCCC1 | 13.3 | 0.1
CCN(C(=O)CSc1nnc(C)c(=O)[nH]1)c1cccc2ccccc12 | 1.2 | -0.1
CSc1nc(N)nc2c1ncn2CC(=O)NCC(c1ccccc1)c1ccccc1 | 1.7 | 0.1
O=C(N[C@@H]1C/C=C\C[C@H](CC(=O)N(CCO)Cc2ccccc2)C(=O)N[C@@H](Cc2ccccc2)COC1=O)OCC1c2ccccc2-c2ccccc21 | 8.0 | -0.1
COc1ccc(OC)c(-c2nnc3n2N=C(c2ccc(OC)c(OC4CCCC4)c2)CS3)c1 | 0.9 | 0.1
O=C(COC(=O)Cn1cnc2ccccc21)Nc1ccc(OC(F)F)cc1 | 11.1 | 0.2
COc1ccc2cc1Oc1ccc(cc1)C[C@H]1c3c(cc(OC)c4c3Oc3c(ccc5c3[C@H](C2)N(C)CC5)O4)CCN1C | 14.6 | 4.3*
CCN(C[C@H]1N[C@@](C)(C(=O)OC)[C@H]2C(=O)N(Cc3ccccc3)C(=O)[C@@H]12)C(=O)NC(C)C | 9.5 | 0.2
Cc1cc(C(=O)OCC(=O)N2CCC(C)CC2)c2ccccc2n1 | 6.3 | 0.4
O=C(COC(=O)c1ccc(Cl)nc1)Nc1ccc(N2CCCCC2)cc1 | -3.3 | -0.1
O=C(CSc1nc(-c2ccc(F)cc2)cs1)NCC1CCCO1 (configuration not stated) | 11.2 | -0.2
O=C(CSc1cccc(C(F)(F)F)c1)Nc1nnc(C2CC2)s1 | 8.6 | 0.2
O=C(O)CCCC(=O)OCCc1cc2ccccc2c(=O)o1 | 23.4 | 0.4
C=CC[C@H](CC(=O)N(CCO)Cc1ccccc1)C(=O)N[C@@H](COC(=O)[C@@H](CC=C)CC(=O)OC(C)(C)C)Cc1c[nH]c2ccccc12 | 30.9 | 0.1
CN(Cc1ccccc1N1CCCC1)C(=O)c1cc2ccccc2o1 | 25.2 | 0.4
O=C(COC(=O)c1ccccc1Cl)NC1CCCCCC1 | 22.7 | 0.1
O=C(N[C@@H]1C/C=C\C[C@@H](CC(=O)N(CCO)Cc2ccccc2)C(=O)N[C@@H](c2ccccc2)COC1=O)OCC1c2ccccc2-c2ccccc21 | 23.1 | 0.0
COC(=O)C1CCN(C(=O)COC(=O)c2cc(S(=O)(=O)N3CCOCC3)ccc2C)CC1 | 18.9 | -0.5
CC(C)(C)OC(=O)C[C@H]1C/C=C\C[C@@H](CC(=O)N(CCO)Cc2ccccc2)C(=O)N[C@H](Cc2ccccc2)COC1=O | 13.2 | -0.3
CC(C)c1ccc(C(=O)OCC(=O)c2c(N)n(C)c(=O)n(C)c2=O)cc1 | 9.2 | -0.3
Cn1cnnc1SCC(=O)NNC(=O)c1ccc([N+](=O)[O-])cc1 | 5.8 | 0.1
COc1ccccc1CNC(=O)COC(=O)Cc1ccc(Br)cc1 | 5.0 | -0.1
O=C(Cc1c(F)cccc1Cl)NNC(=O)c1ccco1 | -2.1 | 0.1
O=C(/C=C/c1ccc([N+](=O)[O-])cc1)OCC(=O)N1CCCC1 | 21.0 | -0.1
O=C(C1Cc2ccccc2CN1S(=O)(=O)c1ccccc1[N+](=O)[O-])N1CCOCC1 (configuration not stated) | 2.8 | -0.2
O=C(COc1ccccc1F)NNC(=O)c1cc(Br)ccc1Cl | 5.9 | 0.0
C[C@H](CO)N1C[C@H](C)[C@@H](CN(C)C(=O)NC2CCCCC2)Oc2c(NC(=O)C3CC3)cccc2C1=O | 2.9 | 0.4
NC(=O)c1ccsc1NC(=O)COC(=O)/C=C/c1ccccc1[N+](=O)[O-] | 23.3 | 0.3
COc1cc(S(=O)(=O)N2CCOCC2)cc(C(=O)NCC(c2cccs2)N2CCOCC2)c1OC (configuration not stated) | 13.5 | 0.1
CCN(CC(=O)NCc1ccc(Cl)cc1)C(=O)c1cc(S(=O)(=O)N2CCOCC2)ccc1C | 11.4 | -0.2
CCOC(=O)CC[C@H](NC(=O)Cn1cnc2c(SC)nc(N)nc21)C(=O)OCC | 7.4 | -0.3
CC(C)(C)OC(=O)C[C@H]1C/C=C\C[C@@H](CC(=O)NCCO)C(=O)N2CCC[C@H]2COC1=O | 8.2 | 0.0
COc1ccc(S(=O)(=O)Nc2cccc3c2O[C@H](CN(C)C(=O)Nc2c(C)noc2C)[C@@H](C)CN([C@H](C)CO)C3=O)cc1 | -7.2 | -0.1
Cc1cccc(C(=O)N[C@H](C(=O)NCc2cccs2)C(C)C)c1 | 8.5 | 0.3

# Reformatted as labelled records: entries from further up
COC(=O)C1CCN(C(=O)COC(=O)c2cc(S(=O)(=O)N3CCOCC3)ccc2C)CC1
  PREPL inh = 18.9
  Efflux pump mplx = -0.5
CC(C)(C)OC(=O)C[C@H]1C/C=C\C[C@@H](CC(=O)N(CCO)Cc2ccccc2)C(=O)N[C@H](Cc2ccccc2)COC1=O
  PREPL inh = 13.2
  Efflux pump mplx = -0.3

# New compounds follow.
molecule | PREPL inh | Efflux pump mplx
CC1CCN(C(=O)COC(=O)c2ccc([N+](=O)[O-])o2)CC1 | 5.6 | -0.1
COc1ccc(OC)c(C(=O)COC(=O)COc2ccccc2)c1 | 11.7 | -0.1
C=C(CC[C@@H](O)C(C)(C)O)[C@H]1CC[C@]2(C)[C@@H]1CCC1[C@@]3(C)CC[C@H](O)C(C)(C)C3CC[C@]12C (some centres not stated) | 8.8 | 0.6
O=C(NCc1cccnc1)C1CCN(S(=O)(=O)c2cc([N+](=O)[O-])ccc2Cl)CC1 | 18.9 | 0.1
COc1ccc(C(=O)C(C)OC(=O)CNC(=O)c2ccco2)cc1 (configuration not stated) | 4.7 | -0.2
CCC(CO)Oc1cc(NCc2ccccc2C(F)(F)F)c2ncn(C(C)C)c2c1 (configuration not stated) | 47.8* | 0.0
CCN(C(=O)Cn1c(Cl)nc2c1c(=O)n(C)c(=O)n2C)C1CCCCC1 | 27.6 | -0.3
CC1CN(S(=O)(=O)c2ccc(C(=O)Nc3nncs3)cc2)CC(C)O1 (configuration not stated) | 21.4 | -0.2
CC[C@]12c3[nH]c4ccccc4c3CCN1C(=O)C(CC(=O)NCc1ccco1)C[C@@H]2C(=O)N1CCN(C(=O)c2ccco2)CC1 (some centres not stated) | 13.2 | 0.1
CC(=O)Nc1cccc(C(=O)NNC(=O)c2ccc(-n3cnnn3)cc2)c1 | 0.3 | -0.2
O=C(C1CCCN1S(=O)(=O)c1ccc(Cl)cc1)N1CCN(c2ccccc2)CC1 (configuration not stated) | 7.7 | -0.4
CC(OC(=O)[C@@H](NC(=O)c1ccco1)C(C)C)C(=O)Nc1ncc(Cl)cc1Cl (some centres not stated) | 12.9 | -0.1
CCCn1c(N)c(N(CCOC)C(=O)CSc2c(Cl)cccc2Cl)c(=O)[nH]c1=O | 7.4 | 0.1
COc1ccc2oc(C(=O)NC(C)c3ccccn3)c(C)c2c1 (configuration not stated) | 4.4 | 0.2
COc1ccc(S(=O)(=O)N2CCOCC2)cc1NC(=O)CSc1nnc2n1CCCCC2 | 13.8 | -0.1
O=C1NC(Cc2ccc(O)cc2)c2nc3ccc(Cl)cc3c(=O)n2-c2ccccc21 (configuration not stated) | 12.8 | -0.3
COc1ccc(-c2oc(=O)c3cc(OC)c(OC)cc3c2-c2ccc3c(c2)OCO3)cc1 | 36.5 | 0.1
O=C(CCc1ccccc1)Nc1ccc(S(=O)(=O)NC2=NCCCCC2)cc1 | 4.8 | -0.5
O=C(Cc1ccccc1F)Nc1cccc(S(=O)(=O)N2CCOCC2)c1 | 9.0 | -0.2
O=C(OCC#CCSc1nnc(-c2cccc3ccccc23)o1)c1ccc2ccccc2c1 | -36.8 | 0.1
Cn1nnnc1SCC(=O)Nc1nc2c(F)c(F)c(F)cc2s1 | -0.9 | 0.1
CCn1cc(C(=O)OCC(=O)Nc2ccccc2OC(F)F)c(=O)c2ccc(C)nc21 | 10.9 | -0.3
Nc1ncnc2c1ncn2[C@@H]1O[C@H](CNCc2cccn2-c2nccs2)[C@@H](O)[C@H]1O | 4.6 | -0.2
CCCCN1CC(=O)N2[C@H]3c4cc(C)ccc4OC[C@@H]3[C@H](c3ccccc3)[C@]2(C)C1=O | 5.0 | 0.4
Nc1cccc(C#Cc2ccc3c(c2)C(=O)/C(=C/c2ccsc2)O3)c1 | -13.2 | 0.1
CC1(C)CC[C@]2(CO)CC[C@]3(C)C(=CCC4[C@@]5(C)CC[C@H](O)[C@@](C)(CO)C5CC[C@]43C)[C@@H]2C1 (some centres not stated) | 11.7 | 0.0
CC(C)NC(=O)N(C)C[C@H]1Oc2ccc(NC(=O)Cn3cnnn3)cc2C(=O)N([C@H](C)CO)C[C@@H]1C | 2.5 | -0.1
CCC(C(=O)OCC(=O)NCc1ccc2c(c1)OCO2)c1ccccc1 (configuration not stated) | 4.8 | 0.1
CN(CC(=O)Nc1ccc(F)cc1)C(=O)c1ccc(OCc2cn3ccccc3n2)cc1 | 4.2 | 0.1
C[C@H](CO)N1C[C@H](C)[C@@H](CN(C)C(=O)Nc2ccccc2)Oc2ccc(NC(=O)CCC(F)(F)F)cc2C1=O | 18.5 | -0.5

# Random excerpt: five entries already listed
molecule | PREPL inh | Efflux pump mplx
CCCn1c(N)c(N(CCOC)C(=O)CSc2c(Cl)cccc2Cl)c(=O)[nH]c1=O | 7.4 | 0.1
O=C(OCC#CCSc1nnc(-c2cccc3ccccc23)o1)c1ccc2ccccc2c1 | -36.8 | 0.1
CC(C)NC(=O)N(C)C[C@H]1Oc2ccc(NC(=O)Cn3cnnn3)cc2C(=O)N([C@H](C)CO)C[C@@H]1C | 2.5 | -0.1
CCCCN1CC(=O)N2[C@H]3c4cc(C)ccc4OC[C@@H]3[C@H](c3ccccc3)[C@]2(C)C1=O | 5.0 | 0.4
O=C(C1CCCN1S(=O)(=O)c1ccc(Cl)cc1)N1CCN(c2ccccc2)CC1 (configuration not stated) | 7.7 | -0.4

# Next section:
# Each structure is followed by: PREPL inh | Efflux pump mplx
- CC[C@]12c3[nH]c4ccccc4c3CCN1C(=O)C(CC(=O)NC/C=C(\C)CCC=C(C)C)C[C@@H]2C(=O)N1CCN(C(=O)c2ccco2)CC1 (some centres not stated)
→ 36.4 | 0.6
- Cc1ccc(C(=O)NCC(=O)NCc2ccccc2F)s1
→ 16.6 | -0.2
- O=C(COC(=O)c1ccccc1O)NC(c1ccccc1)c1ccccc1
→ 9.0 | 0.2
- CC1CCCN(C(=O)COC(=O)c2cc(Br)ccc2O)C1 (configuration not stated)
→ 11.4 | 0.1
- O=C1CN(S(=O)(=O)c2ccc(F)cc2)CCN1
→ -1.6 | 0.0
- COC(=O)[C@]1(C)N[C@H](CN(C)C(=O)COc2ccccc2)[C@@H]2C(=O)N(C)C(=O)[C@@H]21
→ 28.7 | -0.2
